# Pol beta inh – inhibitors of human DNA polymerase beta; Potency, µM (top dose mostly 114 µM), for the others: at the highest dose activity change, negative = inhibition, usual class: inhibitors; Pol beta primer extension/strand displacement, fluorescence kinetic; hit rate 1.3% among 340,000; further: potency means the concentration at half of the fitted maximal effect; on the % scale 0 is the no-effect control and ±100 the full control effect
#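 Human Pol beta at 10 nM; strand-displacement substrate 50 nM final. Compound exposure 15 min at room temperature before start, reaction 10 min at room temperature.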
# POLK inh – DNA polymerase kappa (human) inhibition | Q9UBT6 | purified Pol kappa, fluorescent DNA synthesis assay, 10 min | Potency, µM (doses to about 107 µM), without a hit: at the top dose activity, negative = inhibition, usual class: inhibitors | hit rate 0.53% among 400,000; further: potency means the concentration at half of the fitted maximal effect; on the % scale 0 is the no-effect control and ±100 the full control effect
# Target sequence (Q9UBT6 whole entry, looked up): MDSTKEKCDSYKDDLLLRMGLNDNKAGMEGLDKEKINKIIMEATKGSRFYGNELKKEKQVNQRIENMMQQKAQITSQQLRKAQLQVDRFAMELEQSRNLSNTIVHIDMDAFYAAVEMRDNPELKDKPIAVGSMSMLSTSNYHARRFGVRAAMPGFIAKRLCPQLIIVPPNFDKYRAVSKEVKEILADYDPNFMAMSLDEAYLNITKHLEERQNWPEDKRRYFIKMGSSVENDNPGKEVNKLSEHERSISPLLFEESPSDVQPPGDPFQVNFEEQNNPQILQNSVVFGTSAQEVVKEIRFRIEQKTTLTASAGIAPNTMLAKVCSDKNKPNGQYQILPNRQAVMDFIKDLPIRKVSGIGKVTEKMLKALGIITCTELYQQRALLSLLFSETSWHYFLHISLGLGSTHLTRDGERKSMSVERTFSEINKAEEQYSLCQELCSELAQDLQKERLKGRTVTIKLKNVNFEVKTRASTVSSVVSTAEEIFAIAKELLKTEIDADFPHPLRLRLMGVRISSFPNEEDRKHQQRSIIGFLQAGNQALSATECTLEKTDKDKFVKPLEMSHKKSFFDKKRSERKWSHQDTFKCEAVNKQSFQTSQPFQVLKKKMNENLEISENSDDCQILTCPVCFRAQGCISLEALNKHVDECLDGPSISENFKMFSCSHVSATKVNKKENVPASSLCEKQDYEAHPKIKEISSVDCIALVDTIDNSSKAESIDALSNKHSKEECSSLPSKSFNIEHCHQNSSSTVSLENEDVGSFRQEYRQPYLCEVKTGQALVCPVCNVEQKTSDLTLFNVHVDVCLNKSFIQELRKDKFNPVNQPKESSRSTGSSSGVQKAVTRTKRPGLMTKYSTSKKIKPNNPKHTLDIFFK
#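 Inhibition of 10 nM Pol kappa is measured by a fluorescent read-out at 0 and 10 min following addition of 50 nM substrate (final), with a 15-min room-temperature compound preincubation.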
# LDHA inh – inhibitors of human lactate dehydrogenase A; P00338; purified LDHA, NADH/diaphorase-resazurin fluorescence; stronger effect = lower value; activity change, % (values are at about 110 or 230 µM); hit rate 0.15% among 480,000; AID 1347041; in the data active means activity change below about -30%; inconclusive means mostly about -25% to -30%;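 further: plate controls were DMSO wells for no effect and wells without enzyme for full effect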
#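 LDH5 2 nM; NADH 0.06 mM, pyruvate 0.2 mM; 200 mM Tris pH 7.4, EDTA, Tween-20; 5 min RT. Detection: diaphorase 0.133 mg/mL + resazurin 37 µM, fluorescence ex540/em590 at 0 and 20 min; normalized to enzyme-free and DMSO wells.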
# BLM inh – blocks DNA unwinding by human BLM helicase; P54132; Potency, µM (titrated, usually from 56.1 µM), without a hit: at the top dose activity change, negative = inhibition, usual class: inhibitors; recombinant BLM DNA unwinding, fluorescence dequenching; hit rate 0.2% among 350,000; AID 2528;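 further: potency means the concentration at half of the fitted maximal effect; plate controls were vehicle for no effect and no enzyme for full effect; nearly all actives have a fitted effect of over 35% in size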
# Pol iota inh – inhibitors of human DNA polymerase iota | Q9UNA4 | Pol iota fluorescent replication assay, 10 min | Potency, µM (series often up to 115 µM), without a hit: top-dose activity, negative = inhibition, actives largely listed as inhibitors | hit rate 1% among 390,000; further: potency means the concentration at half of the fitted maximal effect
#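 Fluorescent replication assay read twice, at 0 min and 10 min after adding 50 nM (final) substrate. Enzyme (10 nM) and compounds were first incubated 15 min at room temperature; enzyme-free buffer wells were negative controls.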
# Glioma ERSR ind – inducers of ER stress response in human glioma cells; U87-MG GRP78 promoter luciferase reporter, 16 h; hit rate 0.02% among 420,000; Potency, µM, without a hit: at the top dose activation, actives largely listed as activators; further: potency means the concentration at half of the fitted maximal effect; series mostly up to about 76 µM; % of control where 0% means no effect; nearly all actives have a fitted effect of over 35% in size
#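 Stably transfected U87-MG glioma cells carrying a GRP78-based luciferase sensor; 16 h compound incubation. Luminescence end-point read 10 min after Bright-Glo addition at room temperature.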
# Apoferritin bind – candidate novel general anesthetic via apoferritin binding; AID 485281; P02791; apoferritin/1-aminoanthracene competitive binding, fluorescence; Potency, µM (doses to about 77.5 µM), for inactives: at the highest dose activity change, negative = displacement, most hits filed as inhibitors; hit rate 0.074% among 350,000; further: potency means the concentration at half of the fitted maximal effect; on the % scale 0 is the no-effect control and ±100 the full control effect; nearly all actives have a fitted effect of over 20% in size
# Target sequence (P02791 2-175 limits assumed): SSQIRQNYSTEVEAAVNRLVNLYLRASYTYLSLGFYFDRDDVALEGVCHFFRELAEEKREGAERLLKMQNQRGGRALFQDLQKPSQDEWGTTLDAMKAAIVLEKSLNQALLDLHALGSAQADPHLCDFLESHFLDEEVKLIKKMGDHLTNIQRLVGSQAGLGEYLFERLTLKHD
#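 Horse-spleen apoferritin (10 uM) in 50% saturated 1-aminoanthracene in PBS was incubated 10 min at room temperature with compound. Fluorescence (ex 380, em 535 nm) was normalized to free and bound 1-AMA, with concentration-response fitted by a four-parameter Hill equation.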
# POLH inh – DNA polymerase eta (human) inhibition; Potency, µM (doses to about 114 µM), without a hit: top-dose activity change, negative = inhibition, hits mostly inhibitors; recombinant Pol eta, fluorescent DNA replication assay; hit rate 1.2% among 390,000; Q9Y253; further: potency means the concentration at half of the fitted maximal effect; on the % scale 0 is the no-effect control and ±100 the full control effect
#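 Pol eta (10 nM) was preincubated with compounds for 15 min at room temperature, after which fluorescent replication substrate (50 nM final) was added to start the reaction. Fluorescence was read kinetically at 0 and 10 min.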
# APEX1 inh – blocks human APE1 abasic DNA cleavage. P27695. recombinant APE1, TAMRA/BHQ-2 abasic DNA cleavage fluorescence. Potency, µM (top dose mostly 65.8 µM), for inactives: top-dose activity change, negative = inhibition, actives largely listed as inhibitors. hit rate 0.35% among 350,000;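 further: potency means the concentration at half of the fitted maximal effect; plate controls were vehicle for no effect and reference inhibitor for full effect; nearly all actives have a fitted effect of over 55% in size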
#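 Endonuclease cleavage of a quenched abasic-site DNA duplex (50 nM) by APE1 (0.75 nM) was tracked by TAMRA dequenching. Compounds were preincubated with enzyme 15 min at room temperature; data normalized to buffer-only and DMSO wells plus NSC13755 control.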
# Numbers without * were called inactive; ? = inconclusive; nt = not tested or not shown; [ ] = another dose, or the depositor's remark. Unless noted, the call rests on the fitted dose curve; in most records, active means well fitted curve in the direction sought with a large enough effect; inconclusive means small, poorly fitted or top-dose-only effect, or another doubt; inactive means no such curve, though single readings can be large; an effect the other way counts as inactive or inconclusive. This is a subset; rates above refer to the full screens.
compound	Pol beta inh	POLK inh	LDHA inh	BLM inh	Pol iota inh	Glioma ERSR ind	Apoferritin bind	POLH inh	APEX1 inh
CCCCNC(=O)C1CCN(S(=O)(=O)c2c(C)noc2/C=C\c2ccc(OC)cc2)CC1	23%	4%	1	-2%	13%	-1%	-7%	-10%	2%
O=C(O)c1nc(N2CCCC2)ncc1Cl	3%	0%	-8	1%	11%	-5%	-2%	-10%	-8%
CCOC(=O)N1CCN(C(=O)Cn2ccc3ccccc3c2=O)CC1	-2%	-1%	-7	0%	17%	-5%	4%	9%	-7%
CSc1cccc(NC(=O)C2CCN(S(=O)(=O)c3ccc(F)cc3)CC2)c1	5%	-7%	-17	-3%	3%	0%	-14%	-3%	?
Cc1ccc(S(=O)(=O)N2CCN(C(=O)/C=C/c3ccco3)CC2)cc1	20µM*	-30%	-4	-9%	47%[activator]	-4%	8%	79µM*	3%
COc1cccc(C2C=C(c3ccc(Br)s3)Nc3ncnn32)c1OC (configuration not stated)	-15%	-11%	3	-2%	9%	-2%	320%[activator]	-5%	0%
Cc1ccc(C(=O)NC(=S)NCC2CCCO2)cc1 (configuration not stated)	-2%	-5%	-3	-2%	11%	0%	-15%	-10%	-2%
O=C1CC(N2CCC(c3nc4ccccc4s3)CC2)C(=O)N1 (configuration not stated)	-4%	3%	-4	4%	22%	-1%	4%	-11%	0%
COc1ccc(/C=N/n2c(-c3cc(C)[nH]n3)n[nH]c2=S)cc1	4%	-13%	0	-2%	60%[activator]	-3%	2%	4%	2%
CCCc1c(C(=O)N/N=C/C(C)=C/c2ccccc2)nnn1-c1nonc1N	1%	3%	0	-2%	15%	-2%	-11%	-8%	45%
CCCn1nnc(NC(=O)c2cccc(OCC)c2)n1	3%	-11%	-5	1%	24%	-3%	-5%	-4%	4%
C#CCn1c(C2CC(=O)N(c3ccc(OC)cc3)C2)nc2ccccc21 (configuration not stated)	41%	2%	-7	2%	6%	-5%	-5%	3%	nt
CC(=O)Nc1ccc(-c2csc(Nc3ccc(Cl)cn3)n2)cc1	5%	6%	-16	-2%	20%	6%	-7%	-6%	2%
CCOC(=O)C(Sc1nn(C)c(=S)s1)C(C)=O (configuration not stated)	-21%	4%	0	-9%	16%	5%	-19%	-17%	5%
COc1cc(N/C=C(\C(C)=O)c2ccccc2)cc(OC)c1	-18%	nt	nt	-2%	nt	nt	-4%	nt	0%
Cc1nc(SCc2nc3cc(Cl)c(F)cc3[nH]2)c2oc3ccccc3c2n1	nt	6%	0	nt	-9%	-1%	nt	-21%	1%
CCOC(=O)Cc1c(C)nc2cc(-c3ccc(C)cc3)[nH]n2c1=O	20%	5%	-1	-1%	13%	1%	-8%	-9%	-5%
Cc1cccnc1NC(=O)c1ccc(Cl)c(S(=O)(=O)N2CCCC2)c1	18%	-11%	-10	0%	-24%	-1%	-5%	2%	16%
CCN(c1cccc(C)c1)S(=O)(=O)c1ccc2c(c1)CCCN2C(C)=O	8%	-17%	-3	-3%	-1%	-5%	0%	-14%	-2%
CN1C(=O)C(C)(C)c2cc(S(=O)(=O)NCC3CCC(C(=O)NCc4ccccc4)CC3)ccc21 (configuration not stated)	29%	-11%	-9	-2%	?	0%	-21%	-12%	10%
O=C(NCC1CCCO1)C1CCN(S(=O)(=O)c2cccc3cccnc23)CC1 (configuration not stated)	3%	-13%	3	-1%	23%	-3%	-6%	-6%	-3%
O=[N+]([O-])c1ccc(N2CCOCC2)c(S(=O)(=O)N2CCOCC2)c1	13%	-10%	11	3%	8%	-2%	-13%	4%	-6%
O=C(O)c1n[nH]c2ccccc12	1%	-1%	-2	1%	-7%	0%	21%	-10%	0%
COc1ccc(/C=C(/C#N)C(=O)Nc2ccc(C)cc2C)cc1C(=O)O	16%	-3%	-4	-2%	4%	-1%	2%	-7%	12%
Cc1ccc(Oc2cc([N+](=O)[O-])cc3c2C(=O)Nc2ccccc2O3)cc1	?	-14%	-8	-29%	21%	0%	?	-24%	?

# Entries of single compounds, looked up by structure. Order of values: Pol beta inh, POLK inh, LDHA inh, BLM inh, Pol iota inh, Glioma ERSR ind, Apoferritin bind, POLH inh, APEX1 inh
# CCOC(=O)Cc1c(C)nc2cc(-c3ccc(C)cc3)[nH]n2c1=O is listed as 20%, 5%, -1, -1%, 13%, 1%, -8%, -9%, -5%
# COc1cc(N/C=C(\C(C)=O)c2ccccc2)cc(OC)c1 is listed as -18%, nt, nt, -2%, nt, nt, -4%, nt, 0%
# Cc1cccnc1NC(=O)c1ccc(Cl)c(S(=O)(=O)N2CCCC2)c1 is listed as 18%, -11%, -10, 0%, -24%, -1%, -5%, 2%, 16%
# CSc1cccc(NC(=O)C2CCN(S(=O)(=O)c3ccc(F)cc3)CC2)c1 is listed as 5%, -7%, -17, -3%, 3%, 0%, -14%, -3%, ?

# POLH inh, entries above that show a hit.
Structure	Pol beta inh	POLK inh	BLM inh	Pol iota inh	Glioma ERSR ind	POLH inh
Cc1ccc(S(=O)(=O)N2CCN(C(=O)/C=C/c3ccco3)CC2)cc1	20µM*	-30%	-9%	47%[activator]	-4%	79µM*

# Back to the main list with the 2 entries that preceded the break.
compound	Pol beta inh	POLK inh	LDHA inh	BLM inh	Pol iota inh	Glioma ERSR ind	Apoferritin bind	POLH inh	APEX1 inh
COc1ccc(/C=C(/C#N)C(=O)Nc2ccc(C)cc2C)cc1C(=O)O	16%	-3%	-4	-2%	4%	-1%	2%	-7%	12%
Cc1ccc(Oc2cc([N+](=O)[O-])cc3c2C(=O)Nc2ccccc2O3)cc1	?	-14%	-8	-29%	21%	0%	?	-24%	?
COC(=O)c1ccc2c(=O)n(CCCN3CCOCC3)c(=S)[nH]c2c1	-15%	-12%	-5	-11%	0%	-3%	-3%	-6%	4%
COc1ccc(Cl)cc1NC(=O)CSc1nnc(C)n2c1cc1occc12	?	-2%	-3	-7%	4%	-2%	-9%	-14%	nt
CCc1c(C)nc2cc(-c3ccc(OC)c(OC)c3)nn2c1NCC1CC1	-1%	-12%	-2	-11%	5%	-1%	35%[activator]	?	-1%
O=C1Nc2ccc(Br)cc2C1(O)Cc1ccncc1 (configuration not stated)	-4%	-13%	0	-2%	30%[activator]	1%	3%	-20%	2%
CC(=NNC(=S)N1CC2CCC(CC2)C1)c1ccncn1	nt	2%	-10	nt	33%[activator]	4%	nt	-1%	nt
O=C(CSc1nnc2sc3ccccc3n12)NCc1ccc2c(c1)OCO2	0%	8%	-2	1%	?	-4%	-7%	-5%	14%
Cc1c(NS(=O)(=O)c2cccc(C(=O)N3CCC(C(N)=O)CC3)c2)c(=O)n(-c2ccccc2)n1C	nt	?	-1	nt	2%	-2%	nt	2%	19%
Cc1cc(Cn2nc(-c3ccccc3)cc2C(=O)NCc2cccc(C(F)(F)F)c2)on1	nt	-14%	0	nt	?	-4%	nt	-21%	17%
COc1ccc(Nc2nccc(N(C)C)c2C#N)cc1	4%	7%	4	2%	21%	0%	-3%	-9%	5%
Cc1cc(C(=O)Nc2sc3c(c2C#N)CCC3)no1	?	-42%	6	-15%	?	1%	-16%	79µM*	?
COc1ccc(CN(C)C2CCCCC2)c(C)c1C	-1%	-11%	-3	-1%	8%	-2%	-12%	0%	8%
O=c1cc(-c2ccc(O)cc2)oc2c(O)c(O)c(O)c(O)c12	2.2µM*	10µM*	3	10µM*	10µM*	1%	-6%	1.6µM*	4.5µM*
CC(C)CC(=O)N/C(N)=N/c1nc2ccccc2o1	-27%	4%	-2	-1%	20%	2%	-9%	-11%	4%
Cc1cccn2c(=O)c(C=O)c(N3CCN(C)CC3)nc12	20%	3%	-5	2%	114%[activator]	-6%	-8%	1%	23%
Cc1ccc(N(CCC#N)C(=O)COC(=O)C2CCN(S(=O)(=O)c3ccc(C)c(C)c3)CC2)cc1	nt	-1%	1	nt	25%	-6%	nt	-16%	-1%
c1cnc(SCCOc2cccc3ccccc23)nc1	?	-6%	-1	-11%	3%	6%	?	-4%	-6%
O=C(N/N=C/c1coc2ccccc2c1=O)c1cc(O)cc(O)c1	22%	3%	0	-4%	-1%	-4%	?	-13%	5%
CCN(CC)CCCNC(=O)Cn1ncc2c3ccccc3n(Cc3ccccc3)c2c1=O	29%	-17%	-10	8%	-3%	-3%	0%	-8%	nt
CCOc1ccc(S(=O)(=O)N2CCN(C(=O)CCOc3ccccc3C)CC2)cc1	nt	-1%	-6	nt	9%	-2%	nt	-11%	-2%
CC(OC(=O)C1CCN(c2ccc(C(F)(F)F)cn2)CC1)C(=O)NC1CCCCC1C (configuration not stated)	nt	-5%	-6	nt	-1%	-5%	nt	-22%	-29%

# Among those listed so far, these contain a furan ring, fused or not.
compound	Pol beta inh	POLK inh	LDHA inh	BLM inh	Pol iota inh	Glioma ERSR ind	Apoferritin bind	POLH inh	APEX1 inh
Cc1ccc(S(=O)(=O)N2CCN(C(=O)/C=C/c3ccco3)CC2)cc1	20µM*	-30%	-4	-9%	47%[activator]	-4%	8%	79µM*	3%
Cc1nc(SCc2nc3cc(Cl)c(F)cc3[nH]2)c2oc3ccccc3c2n1	nt	6%	0	nt	-9%	-1%	nt	-21%	1%
COc1ccc(Cl)cc1NC(=O)CSc1nnc(C)n2c1cc1occc12	?	-2%	-3	-7%	4%	-2%	-9%	-14%	nt

# Compound activity from PubChem BioAssay.
